SUMO HTRF inh: inhibitors of in vitro SUMOylation cascade, primary screen, biochemical, HTRF, uHTS; inhibition, % at 35 µM; SUMO-conjugating enzyme UBC9 (Homo sapiens), P63279; HTRF SUMOylation assay, SAE1/SAE2 + UBC9; hit rate 0.36% among 290,000; in the data active = inhibition above about 50%, passing the limit was not always enough; also: strong numbers were not always called active
Target sequence (P63279 whole entry, looked up): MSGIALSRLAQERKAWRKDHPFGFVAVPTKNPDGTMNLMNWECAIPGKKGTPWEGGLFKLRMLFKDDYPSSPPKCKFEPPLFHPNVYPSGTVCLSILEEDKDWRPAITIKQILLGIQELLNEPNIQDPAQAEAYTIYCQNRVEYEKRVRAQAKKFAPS
GalR3 antagonist: GalR3 antagonists in HEK293 cells, primary screen, cell-based, fluorescence readout; hit rate 0.44% among 360,000; inhibition, % at 3 µM; Galanin receptor type 3 (Homo sapiens), O60755; HEK293 GalR3-CNG cAMP membrane potential fluorescence; galR3 body fused to GalR1 C-terminus;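 active = inhibition above the screen-wide average plus 3 SD, cut at about 13% in these data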;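 also: forskolin and galanin both at EC90 stimulate the cells; cAMP rise reported by CNG channel membrane potential dye signal; 0% = forskolin plus galanin with DMSO and 100% = forskolin alone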
Target sequence (O60755 1-299 limits assumed): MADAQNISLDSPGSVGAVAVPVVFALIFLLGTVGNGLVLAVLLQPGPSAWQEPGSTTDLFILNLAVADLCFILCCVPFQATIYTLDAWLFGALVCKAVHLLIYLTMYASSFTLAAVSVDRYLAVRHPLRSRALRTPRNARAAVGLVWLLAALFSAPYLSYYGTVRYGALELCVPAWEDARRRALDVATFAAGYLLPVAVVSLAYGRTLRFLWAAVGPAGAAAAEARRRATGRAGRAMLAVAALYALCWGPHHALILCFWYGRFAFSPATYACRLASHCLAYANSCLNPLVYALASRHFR
MEKK2 WT-MEK5: modulators of MEK5 binding to wildtype MEKK2, primary screen, biochemical, multiplex bead flow cytometry, Alexa488-MEK5; Mitogen-activated protein kinase kinase kinase 2 (Homo sapiens), Q9Y2U5; Alexa488-MEK5 binding to MEKK2 WT; actives lie on both sides; binding response (% of control), % at 10 µM; hit rate 1.1% among 290,000; in the data active = binding response below about 67% or above about 130%
CRFBP-R2 block: antagonists of CRF-BP/CRF-R2 complex, primary screen, cell-based, HEK293, calcium dye fluorescence, uHTS. inhibition, % at 11.8 µM. hit rate 0.59% among 350,000. CRF-induced calcium fluorescence;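 active = inhibition of the ligand-induced calcium signal above about 50% at the single tested concentration, limit read from the data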
HCV NS3 hel inh: inhibitors of HCV NS3 helicase, primary screen, biochemical, Cy5 molecular beacon fluorescence; NS3 helicase DNA unwinding; inhibition, % at 10.9 µM; hit rate 0.56% among 290,000; Hepatitis C virus NS3 helicase;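 active = inhibition above the mean of all tested compounds plus 3 SD, set per campaign, cut at about 35% in these data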;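 also: 0% = DMSO wells and 100% = thioflavine S control wells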
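Control set: DMSO versus 110 µM thioflavine S; Material: NS3 helicase fragment of HCV; Measured by: Cy5 fluorescence at 0 and 60 min, beacon hairpin quenching; Read-out basis: percent inhibition from t60/t0 fluorescence ratio; Times: reaction time 60 min, 25 °C; Repeats: single replicate; Compound dosing: single dose, 10.9 µM nominal final, DMSO 0.8% final.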
MEKK2mut PB1 HTS: MEK5 binding signal on mutant MEKK2 PB1, primary screen, biochemical, multiplex bead flow cytometry, Alexa488-MEK5 | Alexa488-MEK5 binding to MEKK2 mutant | percent response, % at 10 µM | hit rate 0.35% among 290,000 | AID 1530, 2009; in the data active = percent response above about 24%, passing the limit was not always enough; also: inactives centre near 1; some results filed as inactive read as strong as hits
FID counter: compounds displacing fluorescent DNA intercalator, primary screen, artefact control for HCV NS3 helicase inhibitor project, biochemical, FID fluorescence; DNA fluorescent intercalator displacement; inhibition, % at 7.9 µM; hit rate 0.17% among 290,000; in the data active = inhibition above about 37%;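 also: 0% = vehicle and 100% = reference compound; higher means more ethidium bromide displaced from hairpin DNA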
CRFR2-BP ag: agonists of CRF-BP/CRF-R2 complex, primary screen, cell-based, HEK293, calcium dye fluorescence, uHTS | CRF-binding protein / CRF receptor 2 complex (human) | hit rate 0.46% among 350,000 | calcium dye fluorescence (FLIPR); percent of saturating CRF peptide response | AID 588473, 2011 | activation, % at 13.2 µM;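 active = activation of at least 50%, plus an integration ratio under a set limit after plate pattern correction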;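 also: plate controls were neutral control wells without compound for no effect and CRF at EC100 for full effect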
MEKK3 PB1 HTS: modulators of MEKK3-MEK5 PB1 binding, primary screen, biochemical, wildtype MEKK3, multiplex bead flow cytometry, Alexa488-MEK5 | Mitogen-activated protein kinase kinase kinase 3 (Homo sapiens), Q99759 | bead-based flow cytometry, Alexa488-MEK5 binding to MEKK3; actives lie on both sides; 0 = blocked by unlabeled MEK5, 100 = vehicle | binding response (% of control), % at 10 µM | hit rate 1.4% among 290,000;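 active = binding response more than 3 SD above or below the average of its plate-row segment, actives on both sides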;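 also: Alexa488 bead fluorescence after subtracting the streptavidin-only scavenger bead signal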
Target sequence (Q99759 whole entry, looked up): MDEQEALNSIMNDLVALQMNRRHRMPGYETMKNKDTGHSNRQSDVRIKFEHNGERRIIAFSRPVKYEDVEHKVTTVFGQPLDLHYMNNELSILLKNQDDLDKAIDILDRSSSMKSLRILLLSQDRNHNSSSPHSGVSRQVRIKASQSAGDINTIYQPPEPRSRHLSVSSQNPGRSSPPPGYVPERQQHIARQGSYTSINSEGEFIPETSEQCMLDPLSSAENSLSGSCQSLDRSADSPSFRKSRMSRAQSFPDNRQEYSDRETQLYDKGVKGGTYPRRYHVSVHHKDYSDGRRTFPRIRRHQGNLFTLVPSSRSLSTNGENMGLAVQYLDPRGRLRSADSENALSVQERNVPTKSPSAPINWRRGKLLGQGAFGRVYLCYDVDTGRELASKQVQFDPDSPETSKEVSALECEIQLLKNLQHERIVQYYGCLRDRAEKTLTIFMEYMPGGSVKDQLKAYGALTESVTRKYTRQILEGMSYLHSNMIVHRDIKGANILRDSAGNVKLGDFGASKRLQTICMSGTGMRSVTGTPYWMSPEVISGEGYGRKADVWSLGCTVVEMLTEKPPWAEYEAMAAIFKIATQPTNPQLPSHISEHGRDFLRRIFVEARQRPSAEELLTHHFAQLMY
Numbers without * were called inactive; · = not tested or not shown. These rows are one share of the data (hit frequency here may not be typical).

SMILES	SUMO HTRF inh	GalR3 antagonist	MEKK2 WT-MEK5	CRFBP-R2 block	HCV NS3 hel inh	MEKK2mut PB1 HTS	FID counter	CRFR2-BP ag	MEKK3 PB1 HTS
Cc1ccccc1-n1c(O)c(/C=N/NC(=O)c2ccccc2O)c(=O)[nH]c1=S	·	6	98	6	13	1	-27	-3.5	100
C=C[C@@H]1C[C@@]1(C)[C@@H](NP(=O)(c1ccccc1)c1ccccc1)c1ccccc1	-30	-13	92	-7	-9	-5	-30	-2.5	89
CCN(CC)CCNCc1nc2ccccc2c(=O)n1-c1ccc(F)cc1	-9	2	100	5	-6	0	-3	-0.7	100
CCOC(=O)C1=C(N)OC2=C(C(=O)CCC2)C12C(=O)N1c3c(ccc(C)c32)C(C)=CC1(C)C (configuration not stated)	-6	-4	94	-3	4	-6	-28	0.2	101
CN1C(=O)N(C)C(=O)C(CCc2ccncc2)(Cc2ccc3c(c2)OCO3)C1=O	11	-1	101	21	4	2	-17	0.7	102
CCC(=O)c1cn(Cc2ccccc2C#N)c2ccccc12	20	-4	101	-19	1	1	-16	-2.2	103
O=C(c1cc2cc(Br)ccc2[nH]1)N1CCC2(CC1)OCCO2	-2	-7	99	12	-4	-1	-28	0.4	100
O=C(O)C1C2c3ccccc3C(c3ccccc32)C1C(=O)Nc1ccccc1 (configuration not stated)	9	2	88	-6	19	-12	-33	3.3	96
O=C(CCC(=O)N1C[C@H]2C[C@@H](C1)c1cccc(=O)n1C2)NCc1ccccc1	8	-2	105	-3	-19	1	-5	-0.6	100
COc1ccc(N2CCN(Cc3nc4ccccc4[nH]3)CC2)cc1	4	-6	100	3	38*	8	-14	-4.8	104
COc1ccc(C(CNC(=O)Cc2ccc(Cl)c(Cl)c2)N2CCCCC2)cc1 (configuration not stated)	23	-2	114	-17	-38	10	15	1.0	104
Cc1ccc(N2C(=O)NC(=O)/C(=C\c3cc(C)n(-c4ccc(C(=O)O)cc4)c3C)C2=O)cc1	19	0	113	-6	26	8	-28	1.0	112
Oc1ccc(/C=N/NP(=S)(c2ccccc2)c2ccccc2)cc1	3	-5	100	52*	-5	1	3	-0.5	105
CCc1cc2c(N3CCN(C)CC3)ncnc2s1	7	-5	113	21	4	5	2	-0.3	108
COc1ccc2c(c1)c(CCN)c(C)n2Cc1ccccc1	14	-4	106	-7	-63	-1	16	-0.7	100
CC(=O)OC1(c2ccccc2)CCN(C)CC1(C)C (configuration not stated)	12	-4	104	7	-5	1	3	-2.0	106
N=C1C(c2ccccc2)=C(O)CN1Cc1ccco1	9	-2	101	-18	12	1	1	-0.9	101
Nc1c(C(=O)NCCc2ccccc2)c2nc3ccccc3nc2n1CCN1CCOCC1	-10	-3	106	-42	-1	-1	-1	3.1	97
CCOC(=O)C1=C(N)OC2=C(C(=O)CCC2)C12C(=O)Nc1ccccc12 (configuration not stated)	-1	0	106	1	-1	8	-7	-1.2	104
COc1ccccc1N1CCN(Cc2ccc(SC)cc2)CC1	4	-11	104	0	-15	11	5	1.1	102
Nc1c(C(=O)OCC2CCCO2)c2nc3ccccc3nc2n1Cc1cccs1 (configuration not stated)	46	-7	94	-2	-5	4	-20	1.5	92
C=CCn1c(O)c(C(C)=NCCc2c[nH]c3ccccc23)c(=O)[nH]c1=O	14	0	104	0	10	1	-15	2.0	109
CCOP(=O)(OCC)C(Cc1ccccc1)NC(C)=O (configuration not stated)	7	0	107	2	-8	19	-3	0.3	111
CCCCOC(=O)C1=C(N)OC2=C(C(=O)CCC2)[C@]12C(=O)N(C)c1ccccc12	0	-2	98	-9	-14	-3	-31	1.0	97
COc1ccc(CCNCc2ccsc2)cc1OC	-8	-12	108	2	-1	0	0	-0.8	101

Among those listed so far, these contain a halogen.
SMILES	SUMO HTRF inh	GalR3 antagonist	MEKK2 WT-MEK5	CRFBP-R2 block	HCV NS3 hel inh	MEKK2mut PB1 HTS	FID counter	CRFR2-BP ag	MEKK3 PB1 HTS
CCN(CC)CCNCc1nc2ccccc2c(=O)n1-c1ccc(F)cc1	-9	2	100	5	-6	0	-3	-0.7	100
O=C(c1cc2cc(Br)ccc2[nH]1)N1CCC2(CC1)OCCO2	-2	-7	99	12	-4	-1	-28	0.4	100
COc1ccc(C(CNC(=O)Cc2ccc(Cl)c(Cl)c2)N2CCCCC2)cc1 (configuration not stated)	23	-2	114	-17	-38	10	15	1.0	104

Returning to the listing, repeating the 2 entries before the break.
SMILES	SUMO HTRF inh	GalR3 antagonist	MEKK2 WT-MEK5	CRFBP-R2 block	HCV NS3 hel inh	MEKK2mut PB1 HTS	FID counter	CRFR2-BP ag	MEKK3 PB1 HTS
CCCCOC(=O)C1=C(N)OC2=C(C(=O)CCC2)[C@]12C(=O)N(C)c1ccccc12	0	-2	98	-9	-14	-3	-31	1.0	97
COc1ccc(CCNCc2ccsc2)cc1OC	-8	-12	108	2	-1	0	0	-0.8	101
COc1ccc2c(c1OC)CN1CCc3cc4c(cc3C1C2)OCO4 (configuration not stated)	16	-8	105	12	2	3	-12	1.2	104
OC1(CN2CCOCC2)C2CC3CC(C2)CC1C3 (configuration not stated)	-1	-3	99	5	4	-2	-2	0.6	102
CC1(C)N(O)C2CCCCC2N1O (configuration not stated)	18	-1	104	-5	-8	-1	3	0.7	101
Cc1ccc2c(c1)CC1(CN2C)C(=O)NC(=O)N(c2ccc(C)c(C)c2)C1=O (configuration not stated)	25	-3	102	-26	13	7	-27	0.3	103
Cc1cc(N(CCCl)CCCl)ccc1/C=N/NC(=O)c1ccco1	-12	-5	·	-16	-1	·	6	-7.2	·
COC(=O)C1=C(c2ccccc2)C[C@@H]2CC[C@H]1N2C(=O)NCCO	·	-6	99	-4	·	3	·	-0.1	100
O=C(CCl)Nc1nccs1	11	-2	79	62*	1	-23	2	0.2	66
COc1ccc2c(c1)CC1(CN2C)C(=O)NC(=O)N(CCc2ccccc2)C1=O (configuration not stated)	-4	-4	94	3	16	-4	-25	7.0	93
CCN1CCN(S(=O)(=O)c2ccc(Cl)c(C(=O)Nc3ccc(C(=O)N(CC)CC)cc3)c2)CC1	3	-2	105	-4	-4	2	5	1.2	101
CCOC(=O)CNC(=O)CSP(=S)(OCC)OCC	-11	-4	100	-16	7	2	-3	0.3	101
Cc1cc(OCc2nn[nH]n2)c2c3c(c(=O)oc2c1)CCCC3	36	-1	98	-13	-8	0	-22	0.2	98
O=C(Nc1ccccc1)N1CC2CC(C1)c1cccc(=O)n1C2 (configuration not stated)	12	-3	102	-3	3	5	1	2.6	103
Cc1ccc(C(=O)N/C(=C\Cl)P(=O)(c2ccccc2)c2ccccc2)cc1	-10	-3	97	11	-11	0	-20	-1.4	94
CCCCn1c(=O)c(C(=O)NCc2ccc(Cl)cc2)c(O)c2ccccc21	2	-7	110	1	0	3	-1	0.7	109
COc1ccc(CN2CCN(c3ccccc3F)CC2)cc1O	6	-2	100	-6	1	1	0	-0.9	102
Cc1cccn2c(=O)c3c(nc12)N1CCC(Cc2ccccc2)CC1C1(C3)C(=O)N(C)C(=O)N(C)C1=O (configuration not stated)	-23	-7	103	-48	0	1	-12	0.0	110
COc1cc2[nH]c(=S)n(-c3ccccc3)c(=O)c2cc1OC	22	-5	88	-1	-7	-15	0	-0.5	80
CCN1CCN(c2nc3ccccc3s2)CC1	14	·	104	-5	1	0	-5	-0.8	100
CCCCCCN=C(C)c1c(O)n(Cc2ccccc2)c(=O)[nH]c1=O	6	-4	87	-5	6	-11	-16	-0.4	91
O=C(c1ccc2c(c1)N(Cc1ccc(F)cc1)CCS2)N1CCC2(CC1)OCCO2	25	2	99	18	-3	-2	-61	-3.0	101
CCOc1cc(/C=C2\C(=O)NC(=O)N(CCc3ccc(F)cc3)C2=O)ccc1O	42	-8	91	-20	25	-14	-25	3.1	96
COc1cccc(CNCCc2c[nH]c3ccccc23)c1	-20	-16	110	-9	0	5	22	3.2	105
COCCNCCOc1ccc(C(C)(C)c2ccccc2)cc1	19	0	105	-47	-26	0	10	1.1	101
CC1CCCCN1Cc1c[nH]c2ccccc12 (configuration not stated)	-1	-1	92	-28	-14	-13	3	19	89
O=c1c2ccccc2nc(-c2ccc(-c3ccccc3)cc2)n1-c1ccncc1	12	-1	95	2	-24	-2	-15	0.6	94

Additional structures:
SMILES	SUMO HTRF inh	GalR3 antagonist	MEKK2 WT-MEK5	CRFBP-R2 block	HCV NS3 hel inh	MEKK2mut PB1 HTS	FID counter	CRFR2-BP ag	MEKK3 PB1 HTS
NC(=O)Cn1cc(C(=O)c2ccccc2)c2ccccc21	7	-7	107	6	-7	4	-3	-0.5	109
COc1ccc(OC)c(CC(=O)N(C)C2CCCN(Cc3ccccc3F)C2)c1 (configuration not stated)	9	-5	112	3	0	5	-15	0.5	107
O[C@H]1[C@H](O)[C@@H](O)CN2CC[C@H](O)[C@H]12	-24	-1	102	13	0	2	-2	-1.5	108
N#CC(C#N)=Cc1ccc(C=C(C#N)C#N)cc1	24	-9	89	-14	-1	-11	1	2.9	89
CCN(CC)c1ccc(CN(C)CCc2ccc(OC)c(OC)c2)cc1	-26	-6	135*	5	-9	24*	7	-3.3	115
O=C1C=Cc2ccccc2C1=O	16	·	98	·	11	1	-10	·	97
COC(=O)C1=C(c2cccc(OC)c2OC)C[C@@H]2CC[C@H]1N2C(=O)NCC1CC1	·	-1	99	-4	·	-1	·	0.2	98
Cc1ccccc1N1C(=O)NC(=O)/C(=C\c2ccc3c(c2)CCCN3Cc2ccccc2)C1=O	-6	3	89	-174	2	0	-11	58*	117
O=S1(=O)CC2(N3CCOCC3)CCCCCCC21 (configuration not stated)	4	-6	105	1	3	9	0	-0.5	100
ClCCN1CCN(c2ccnc3cc(Cl)ccc23)CC1	-4	-5	154*	3	-15	20	19	0.9	107
CCCCCCn1c(O)c(C=NC2CCCCC2N)c(=O)[nH]c1=O (configuration not stated)	4	·	99	3	-3	4	-7	0.0	100
Cc1c(OC(=O)N(C)C)ccc2c1O/C(=C\c1ccco1)C2=O	0	-8	99	4	59*	-6	-33	-1.8	95
CCN1C[C@]2(COC)CC[C@H](O)[C@@]34C5C[C@H]6[C@H](O)C5[C@](O)(C[C@H]6OC)[C@@H]([C@H](OC)C23)[C@@H]14 (some centres not stated)	·	·	110	1	·	4	·	-0.2	105
O=C(c1csc2c1CCCCC2)N1CCC2(CC1)OCCO2	9	0	98	2	0	0	-17	0.7	102
Cc1ccccc1-n1c(O)c(/C=N/N2CCOCC2)c(=O)[nH]c1=S	-6	0	86	0	21	-4	-6	0.4	86
Cc1c(N=Cc2c(O)n(Cc3ccccc3)c(=O)[nH]c2=O)c(=O)n(-c2ccccc2)n1C	8	-3	95	16	1	-4	-22	-0.8	98
Cc1ccc2c(c1)C1CN(C)CCC1N2C(=O)c1cccs1 (configuration not stated)	11	-5	83	-3	6	-28	-3	0.0	88
O=C(c1cccn2c(=O)c3ccccc3nc12)N1CCC2(CC1)OCCO2	42	-1	92	7	1	-11	-4	-0.6	93

Screens from PubChem.
